K1F lysis inhibition = inhibition of K1F phage lysis, E. coli UTI89, bacterial capsule biogenesis inhibitors, alamar blue (AID 488966); E. coli UTI89 K1F phage lysis, alamar blue, 2 h; higher % means a stronger effect; one-dose inhibition, % at 100 µM; IC50 in µM for titrated hits; 340,000 tested, 0.02% active;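 active means phage lysis inhibition, versus mean bacterial control, above a set limit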;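 further: capsule biogenesis inhibitors block K1F phage lysis so surviving cells raise fluorescence; higher fluorescence means more inhibition of phage lysis; actives were called in the ten point dose series up to 300 µM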
M1AAP inhibition = malaria alanyl aminopeptidase activity blockers – biochemical, fluorogenic H-Leu-NHMec substrate, 1536-well (AID 1445); recombinant M1AAP, H-Leu-NHMec fluorogenic kinetic assay; higher % means a stronger effect; 220,000 tested, 0.42% active; one-dose inhibition, % at 30 µM; IC50 in µM for titrated hits;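 active means primary inhibition above the hit cutoff, then over 50% inhibition at one or more dose response concentrations, cut at about 23% in these data, passing the limit was not always enough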;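 further: plate controls were DMSO full reaction for no effect and no enzyme background for full effect; strong numbers were not always called active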
Autophagy HCS = modulators of autophagy | MEF GFP-LC3 puncta imaging; test concentration mostly 10 µM | calls only at 10 µM (by protocol) | 190,000 tested, 0.98% active;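 active means percentage of spot-positive cells more than 3 SD above its plate mean, without a fluorescence outlier flag or 80% toxicity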;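 further: spot-positive cell cutoff set from DMSO-treated cells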
Dynein transport = dynein cargo transport inhibition; 3617.4 mouse cells, GR-EGFP nuclear translocation imaging; test concentration mostly 20 µM; stimulated with dexamethasone, 1 µM; hits give low values; z-score, hits read low; 220,000 tested, 0.47% active;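 active means plate z-score of nuclear minus cytoplasmic receptor signal below a set negative limit, without overly bright fluorescence or cell loss, cut at about -3.5 in these data, passing the limit was not always enough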;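 further: z-score of nuclear minus cytoplasmic ring GR-EGFP intensity difference per well; some compounds called inactive have numbers as strong as hits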
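Buffer or medium: Induction medium lacking tetracycline, stripped serum | Also added: Dexamethasone agonist, 1.0 µM final, for 30 min | Timing: 48 h induction, 1 h compound, 30 min dex at 37 °C | Detection: Formaldehyde fixation, Hoechst nuclear stain, 10x automated fluorescence imaging | Measure: Nuclear versus cytoplasmic GR-EGFP signal, averaged per well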
M17LAP inhibition = P. falciparum M17LAP inhibitors, primary screen, biochemical, fluorogenic H-Leu-NHMec substrate, 1536-well (AID 1619) | recombinant M17LAP, H-Leu-NHMec fluorogenic kinetic assay; higher % means a stronger effect | inhibition, % at 30 µM; hits with a dose series show IC50 in µM | 220,000 tested, 0.38% active;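 active means compound inhibiting the enzyme by more than half at any dose during confirmatory dose-response retesting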;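 further: plate controls were full reaction with DMSO carrier for no effect and no enzyme background for full effect; strong numbers were not always called active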
MT stabilize HCS = microtubule stabilizers in HeLa cells | HeLa tubulin immunostaining HCS, 24 h; share of cells brighter than vehicle mean+2SD | 200,000 tested, 0.83% active | % tubulin-high responders, % at 10 µM;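 active means plate Z-score above 3 for both tubulin-high and condensed-nucleus cell shares, with cell loss under 80%, at 10 µM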;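 further: anti alpha tubulin signal scored within the nucleus-defined area of each cell; some results filed as inactive read as strong as hits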
b-catenin transl = beta-catenin nuclear translocation modulation. AID 1665. 190,000 tested, 0.3% active. HeLa beta-catenin nuclear translocation, immunofluorescence imaging. nuclear translocation activity, % at 5 µM;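 active means nuclear translocation activity above 50% at 5 µM, with a well cell count of 50 or more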;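 further: per-cell ratio of nuclear to cytoplasmic median beta-catenin stain intensity; plate controls were DMSO negative control for no effect and GSK-3 inhibitor IX positive control for full effect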
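Signal – beta-catenin immunofluorescence imaging with DAPI · Test system – human HeLa cell line · Dosing – 5 µM primary single dose, 0.1% DMSO, 0.02–20 µM confirmation series · Measure – % activation, nuclear-to-cytoplasmic median beta-catenin signal ratio per cell · Incubation – 24 h compound exposure at 37°C, 5% CO2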
Insulin prom up = MIN6 insulin promoter up-regulation; MIN6 insulin promoter-GFP reporter, high-content imaging; hits give high values; z-score at 5 µM; 190,000 tested, 0.3% active;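 active means z-score above 3 at 5 µM with at least 500 cells counted in the well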
ER stress rescue = rescue of cells from ER stress-induced death, primary screen, 384-well, CSM14.1, thapsigargin, ATP luminescence (AID 1222); cellular ATP content (survival), % at 20 µM; hits with a dose series show EC50 in µM; 190,000 tested, under 10 active; CSM14.1 thapsigargin-induced death rescue, ATP luminescence; higher % means a stronger effect;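 active means EC50 below 50 µM in the dose-response confirmation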;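 further: death triggered by thapsigargin at about 15 µM added after 2 h compound pretreatment; cell ATP read after overnight thapsigargin exposure of roughly 18 to 22 hours; normalized against plate controls of thapsigargin alone and 5% DMSO vehicle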
Dynein transport cytoplasmic EGFP = recorded beside Dynein transport, whose call it bears; z-score; measured here: cytoplasmic GR-EGFP intensity; hits give high values
Dynein transport nuclear GR-EGFP = further read-out of Dynein transport, marked with its call; z-score; measured here: nuclear GR-EGFP intensity;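 lower value marks the stronger effect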
Dynein transport cell count = also measured in Dynein transport; calls as there; z-score; measured here: cell count per field
Insulin prom up cell count = further read-out of Insulin prom up, marked with its call; cell count; measured here: cytotoxicity, nuclei count;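 total cells summed across four imaged fields per well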
b-catenin transl cell count 5 µM = recorded beside b-catenin transl, whose call it bears; cell count; measured here: cell count, cytotoxicity flag
MT stabilize HCS Hoechst-high % = further read-out of MT stabilize HCS, marked with its call; % Hoechst-high responders; measured here: nuclear condensation Hoechst responders;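 share of cells brighter than vehicle mean plus two SD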
MT stabilize HCS cytotoxicity % = recorded beside MT stabilize HCS, whose call it bears; toxicity, %; measured here: cytotoxicity by cell density;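 0% = mean cell density of plate MIN control wells and 100% = no cells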
Autophagy HCS cell loss 18 h = also measured in Autophagy HCS; calls as there; toxicity, %; measured here: cell loss, nuclei count;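 cell loss after 18 h compound exposure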
An asterisk follows results filed as active; i = inactive; / = not tested or not shown; [ ] = remark or other dose.

SMILES,K1F lysis inhibition,M1AAP inhibition,Autophagy HCS,Autophagy HCS cell loss 18 h,Dynein transport,Dynein transport cytoplasmic EGFP,Dynein transport nuclear GR-EGFP,Dynein transport cell count,M17LAP inhibition,MT stabilize HCS,MT stabilize HCS Hoechst-high %,MT stabilize HCS cytotoxicity %,b-catenin transl,b-catenin transl cell count 5 µM,Insulin prom up,Insulin prom up cell count,ER stress rescue
CC(c1nnc(SCC(=O)c2c(N)n(C)c(=O)n(C)c2=O)n1-c1ccc(Cl)cc1)N(C)C (stereo unspecified),0.3%,2%,i,40,3.1,-0.04,2.1,-3.1,0%,5.6,3.5,13,-3.3,884,0.34,1029,-1.9%
O=C(NC1CC2CCCC(C1)N2S(=O)(=O)c1ccccc1)c1ccco1 (stereo unspecified),0.0%,1%,i,5,-0.39,-0.29,-1,-0.089,15%,3.1,1.7,5.8,/,/,/,/,2.8%
Cc1ccccc1N1C(=O)CC1(C#N)c1ccc(OCc2ccccc2)cc1 (stereo unspecified),6.2%[50 µM],10%,i,-7,0.74,0.01,0.64,-1.3,20%,2.0,4.0,6.0,/,/,-0.11,1282,-2.8%
O=C(O)c1cc(NC(=O)c2ccccc2[N+](=O)[O-])ccc1O,-1.4%,9%,i,-2,0.64,-0.34,0.22,0.54,-1%,1.6,1.5,5.5,-1.8,1030,0.88,1465,0.2%
Cc1ccc(NC(=O)c2ccccc2NC(=O)Cc2ccccc2)cc1,2.9%,2%,i,-1,-0.77,-0.32,-0.53,0.48,3%,3.8,3.9,7.8,1.0,863,0.09,1303,0.6%
O=C(/C=C/c1ccc(F)cc1)c1ccccc1Br,3.1%,-2%,i,15,-5.7*,0.89*,-2.8*,0.45*,-10%,4.9,5.3,9.5,-1.6,1187,-0.24,1443,0.5%
Cc1cc(NCC2CCCO2)n2c(nc3ccccc32)c1C#N (stereo unspecified),0.5%,16%,i,2,-0.25,-0.24,0.066,0.48,-70%,2.6,1.4,6.0,-0.2,946,-1.1,1501,-2.8%
COc1cc(NC(=O)c2c(Cl)cnn2C)c(OC)cc1Cl,0.2%,0%,i,-1,0.23,-0.32,0.22,0.42,8%,1.8,4.1,8.3,0.9,983,-0.19,1485,-0.9%
N#Cc1sc2nc(C3CC3)cc(-c3ccc(Cl)cc3)c2c1N,-0.7%,7%,i,7,-0.37,-0.29,-0.47,0.35,-2%,1.9,2.5,1.4,-1.6,979,/,/,5.7%
O=C(O)CSc1nnc2c(n1)[nH]c1ccccc12,0.5%,5%,i,21,-0.57,-0.2,-0.25,-0.048,24%,2.0,1.8,7.4,-0.1,1067,-0.09,1342,-0.3%
Cc1ccc(N2CC(C(=O)OCC(=O)Nc3ccccc3F)CC2=O)cc1 (stereo unspecified),-0.5%,-5%,i,-4,0.98,-0.33,0.73,0.13,-6%,3.3,2.6,7.2,-3.1,1082,0.4,1145,-0.2%
CC1(C)CC(=O)C2=C(C1)N(CCN1CCOCC1)C1=C(C(=O)CC(C)(C)C1)C2c1cccc(F)c1,3.2%,11%,i,1,1.1,0.05,1,0.24,-76%,3.9,4.4,9.5,0.2,1146,-0.86,1833,0.2%
Nc1ncc([N+](=O)[O-])cc1Br,0.2%,5%,/,/,-0.4,-0.29,-0.3,1.5,9%,/,/,/,-0.2,1350,-0.79,1457,/
CCC(=O)Nc1nc(-c2ccc3c(c2)OCCO3)cs1,-1.1%,5%,i,13,-0.39,-0.23,-0.22,0.3,-2%,3.8,4.4,4.6,-1.3,1304,-0.09,1947,/
COc1ccccc1N(CC(=O)Nc1cccc(C(F)(F)F)c1)S(C)(=O)=O,-2.0%,-4%,i,12,0.61,-0.29,0.64,-0.43,-5%,2.7,2.9,9.3,-0.6,976,2.1,1424,-1.9%
COc1cc(C(=O)N/N=c2/sc3ccccc3n2C)cc(OC)c1OC,0.0%,8%,i,8,-0.0073,-0.18,0.059,-0.39,3%,3.0,3.1,5.5,1.3,1082,/,/,-0.6%
O=[N+]([O-])c1cc(-c2ncccn2)cs1,-1.7%,2%,i,-3,-0.62,-0.31,0.34,0.83,-8%,2.2,2.3,3.8,/,/,0.22,1220,-0.8%
CCc1sc(N2C(=O)C3C4CCC(C4=C(C)C)C3C2=O)nc1-c1ccccc1 (stereo unspecified),4.1%,6%,i,36,-1.1,0.25,-0.3,0.48,1%,1.6,1.5,6.6,-1.0,1282,-0.09,931,3.8%
Cc1ccc(C(c2nnnn2C2CCCC2)N2CCc3ccccc32)cc1 (stereo unspecified),3.7%,6%,i,6,0.012,-0.3,-0.25,0.35,-18%,4.1,2.0,6.2,-0.3,956,-0.11,1365,1.2%
CC1CC1c1ccc(/C=C(\C#N)C(=O)Nc2cc(Cl)ccc2Cl)o1 (stereo unspecified),-2.7%,-2%,i,-16,2.4,-0.082,1.4,-1.6,-12%,3.0,4.3,9.9,-0.3,905,0.79,1315,-1.9%

Random excerpt: 2 entries already listed, in no set order.
SMILES,K1F lysis inhibition,M1AAP inhibition,Autophagy HCS,Autophagy HCS cell loss 18 h,Dynein transport,Dynein transport cytoplasmic EGFP,Dynein transport nuclear GR-EGFP,Dynein transport cell count,M17LAP inhibition,MT stabilize HCS,MT stabilize HCS Hoechst-high %,MT stabilize HCS cytotoxicity %,b-catenin transl,b-catenin transl cell count 5 µM,Insulin prom up,Insulin prom up cell count,ER stress rescue
COc1ccccc1N(CC(=O)Nc1cccc(C(F)(F)F)c1)S(C)(=O)=O,-2.0%,-4%,i,12,0.61,-0.29,0.64,-0.43,-5%,2.7,2.9,9.3,-0.6,976,2.1,1424,-1.9%
O=C(O)CSc1nnc2c(n1)[nH]c1ccccc12,0.5%,5%,i,21,-0.57,-0.2,-0.25,-0.048,24%,2.0,1.8,7.4,-0.1,1067,-0.09,1342,-0.3%

The list goes on.
SMILES,K1F lysis inhibition,M1AAP inhibition,Autophagy HCS,Autophagy HCS cell loss 18 h,Dynein transport,Dynein transport cytoplasmic EGFP,Dynein transport nuclear GR-EGFP,Dynein transport cell count,M17LAP inhibition,MT stabilize HCS,MT stabilize HCS Hoechst-high %,MT stabilize HCS cytotoxicity %,b-catenin transl,b-catenin transl cell count 5 µM,Insulin prom up,Insulin prom up cell count,ER stress rescue
CC(NC(=O)c1ccc(Cl)cc1Cl)C(c1ccccc1)N1CCOCC1 (stereo unspecified),0.0%,0%,i,-7,-0.021,-0.18,-0.58,-0.32,4%,1.5,1.9,6.0,-2.1,1131,0.35,1515,0.2%
CCOC(=O)c1cnc2ccccc2c1Nc1ccc(C(=O)O)cc1,-0.2%,5%,i,3,-0.37,-0.37,0.34,1.1,17%,2.6,1.4,5.2,-4.6,1112,0.06,1581,-1.1%
CCNc1nc(NCc2ccccc2)nc(Oc2ccc(=O)[nH]n2)n1,0.6%,4%,i,-2,-1.1,-0.015,-0.18,-0.61,-1%,1.9,1.8,4.7,1.0,917,-0.1,1187,1.0%
Cc1nc(CNS(=O)(=O)c2cccc(F)c2)cs1,0.1%,/,i,-12,-0.27,-0.16,-0.5,0.78,/,2.4,1.6,4.2,2.9,703,-0.69,990,-3.4%
O=C(CCCl)N1CCCC2(CCCCC2)C1,2.2%[50 µM],9%,/,/,1.7,-0.097,0.83,-2.5,2%,/,/,/,-0.2,1306,-0.26,1038,/
Cc1ccc(NC(=O)CSc2nnc(-c3ccco3)o2)c(C)c1,0.7%,2%,i,-3,-0.62,-0.25,-0.56,1,16%,4.6,1.8,6.0,-0.1,1560,-0.07,1451,0.6%
Cc1ccnc(NC(=O)c2ccco2)n1,-0.6%,-3%,i,-4,0.48,0.11,1,-1.5,2%,2.3,2.5,6.6,-3.3,986,0.12,1616,0.7%
CCOc1ccccc1CNCCOC,0.5%,2%,i,15,1.2,-0.29,0.81,-0.58,0%,4.7,2.2,3.5,-0.1,1527,-0.07,1442,0.9%
COC(=O)c1ccccc1NC(=O)C(C)NS(=O)(=O)c1ccc(OC)cc1 (stereo unspecified),0.5%,-3%,i,-2,-0.038,-0.0068,-0.098,0.58,-4%,2.8,1.7,1.0,/,/,-0.05,1358,-2.0%
O=C(NC1CCCCC1)c1cc([N+](=O)[O-])ccc1N1CCCCC1,2.5%,7%,i,-35,0.36,-0.17,0.049,-1.7,5%,4.2,2.5,3.7,-1.9,1039,0.84,1918,-1.5%
S=c1nc(-c2ccc(Cl)cc2)[nH][nH]1,1.1%,1%,/,/,-0.8,-0.25,0.0022,1.4,3%,/,/,/,-0.7,1294,0.6,929,/
COCCCNC(=O)C1CCN(c2ccc(N3CCOCC3)nn2)CC1,-0.4%[50 µM],7%,/,/,0.17,-0.2,0.49,-0.31,-3%,/,/,/,0.6,1327,0.04,1088,/
N/C(Cc1ccc([N+](=O)[O-])cc1)=N\OC(=O)COc1ccc2ccccc2c1,-1.0%,-2%,i,5,-0.67,-0.2,-0.38,0.66,13%,2.3,1.6,8.2,2.3,1438,0.51,1395,-0.6%
O/N=C1\CCCC\C1=C/c1ccccc1,0.5%,0%,i,2,-0.51,-0.21,-0.62,0.22,-7%,4.6,3.0,7.2,2.7,440,0.21,1134,-0.2%
CCOC(=O)N1CCOCCOCCN(C(=O)OCC)CCOCC1,1.7%[50 µM],-1%,i,-3,-0.63,-0.1,-0.14,0.16,-12%,1.8,1.3,4.3,-6.1,950,0.77,1259,2.3%
COc1ccc(OC)c(NC(=S)NN2CCOCC2)c1,-1.0%,0%,i,19,-0.2,-0.18,-0.38,0.8,-3%,3.6,1.9,6.8,-1.4,988,-0.03,1837,0.7%

Screening results from PubChem BioAssay.
